Lamin A splicing = qHTS Assay for Modulators of Lamin A Splicing; AID 1487, 2009; Potency, µM (top dose mostly 46.1 µM), for inactives: top-dose ratio change, negative = inhibition, usual class: inhibitors; 200,000 compounds, 0.01% hits; HeLa LMNA splicing GFP/RFP minigene ratio, 48 h; active means well fitted inhibition curve with a large enough effect in the signal ratio, with a control signal flat, not every such curve was filed as active; inconclusive means small, poorly fitted or top-dose-only effect, or effect the other way, or a change in a side signal; the % refers to the signal ratio; further: potency means the concentration at half of the fitted maximal effect; on the % scale 0 is the no-effect control and ±100 the full control effect
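Read-out is the ratio of GFP to DsRed2 object intensity, acquired by 488 nm laser-scanning cytometry on HeLa lamin A-EGFP minigene reporter cells. Compound incubation 48 hrs at 37 °C in Opti-MEM with 2% FBS; DMSO 0.5% final.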
NPSR antagonist = qHTS Assay for Antagonists of the Neuropeptide S Receptor: cAMP Signal Transduction; Q6W5P4; CHO-NPSR cells, cAMP TR-FRET, antagonist mode; AID 1461, 2008; Potency, µM (titrated, usually from 38.3 µM), for inactives: at the highest dose activity change, negative = inhibition, actives largely listed as inhibitors; 220,000 compounds, 1% hits; further: potency means the concentration at half of the fitted maximal effect; on the % scale 0 is the no-effect control and ±100 the full control effect; nearly all actives have a fitted effect of over 50% in size; many of its hits are not listed in these tables
Target sequence (Q6W5P4 whole entry, looked up): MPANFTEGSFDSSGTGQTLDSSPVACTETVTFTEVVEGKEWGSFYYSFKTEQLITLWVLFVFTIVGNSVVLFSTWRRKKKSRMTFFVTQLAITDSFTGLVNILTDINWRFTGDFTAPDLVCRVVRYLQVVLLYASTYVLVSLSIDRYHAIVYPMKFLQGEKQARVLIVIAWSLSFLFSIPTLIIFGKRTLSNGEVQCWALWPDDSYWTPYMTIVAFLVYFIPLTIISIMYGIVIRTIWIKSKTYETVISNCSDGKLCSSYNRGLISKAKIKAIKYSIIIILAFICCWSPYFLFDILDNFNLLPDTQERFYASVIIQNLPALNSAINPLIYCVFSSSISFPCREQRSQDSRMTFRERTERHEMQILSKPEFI
KinaseGlo FLuc = Counterscreen for Luciferase (Kinase-Glo TM) Inhibition; 200,000 compounds, 0.28% hits; Kinase-Glo luciferase, ATP luminescence, 8 min; AID 1379, 2008; Potency, µM (highest dose often 38.3 µM), for inactives: at the top dose activity change, negative = inhibition, most hits filed as inhibitors; further: potency means the concentration at half of the fitted maximal effect; on the % scale 0 is the no-effect control and ±100 the full control effect; nearly all actives have a fitted effect of over 60% in size
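Substrate mix (final 50 mM imidazole pH 7.2, 50 mM KCl, 7 mM MgCl2, 10 uM ATP, 0.01% Tween 20, 0.05% BSA) plus pin-tool compound, then Kinase-Glo detection mix; 8 min ambient, luminescence read.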
IMPase Li cell = qHTS Assay for Identifying the Cell-Membrane Permeable IMPase Inhibitors: Potentiation with Lithium; AID 1457, 2008; 210,000 compounds, 0.35% hits; Potency, µM (top dose mostly 59.4 µM), for the others: at the top dose activity, negative = IMPase inhibition, usual class: inhibitors; CHO-M1 cells, IP1 TR-FRET (IP-One), carbachol + lithium;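 further: IP1 builds up when IMPase is blocked and the TR-FRET signal falls; potency means the concentration at half of the fitted maximal effect; plate controls were basal vehicle for no effect and high inhibitor control for full effect; nearly all actives have a fitted effect of over 50% in size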
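Concentration–response in CHO-M1 cells, lithium-potentiated; 30 min at 37C. IP1 detected by competitive TR-FRET after 10 min lysis at RT. Hill-fitted AC50.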
GLA spleen mod = qHTS Assay for Inhibitors and Activators of Human alpha-Galactosidase From Spleen Homogenate; Alpha-galactosidase A (Homo sapiens), P06280; human spleen homogenate, 4MU-alpha-Gal fluorescence, 40 min; Potency, µM (titrated, usually from 80 µM), inactives show top-dose activity change, negative = inhibition, usual class: inhibitors; 240,000 compounds, 0.008% hits;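 further: potency means the concentration at half of the fitted maximal effect; 0% = enzyme with vehicle and -100% = no enzyme basal signal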
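qHTS titration in buffer at pH 5.0. Alpha-galactosidase activity in spleen homogenate was measured via 4-methylumbelliferone release from 1 mM fluorogenic substrate after 40 min at 37C and a pH 10 stop. AC50 came from Hill fits of control-normalized data.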
CBFb RUNX1 block = qHTS Assay for Compounds Blocking the Interaction Between CBF-beta and RUNX1 for the Treatment of Acute Myeloid Leukemia. AlphaScreen CBFb-His/RUNX1-biotin binding, biochemical. 230,000 tested, under 10 active. Potency, µM (highest dose often 59.8 µM), inactives show top-dose activity, negative = inhibition, actives largely listed as inhibitors. Runt-related transcription factor 1 (Homo sapiens) + Core-binding factor subunit beta …; further: % of control where 0% means no effect
Target sequence (Q01196 whole entry, looked up): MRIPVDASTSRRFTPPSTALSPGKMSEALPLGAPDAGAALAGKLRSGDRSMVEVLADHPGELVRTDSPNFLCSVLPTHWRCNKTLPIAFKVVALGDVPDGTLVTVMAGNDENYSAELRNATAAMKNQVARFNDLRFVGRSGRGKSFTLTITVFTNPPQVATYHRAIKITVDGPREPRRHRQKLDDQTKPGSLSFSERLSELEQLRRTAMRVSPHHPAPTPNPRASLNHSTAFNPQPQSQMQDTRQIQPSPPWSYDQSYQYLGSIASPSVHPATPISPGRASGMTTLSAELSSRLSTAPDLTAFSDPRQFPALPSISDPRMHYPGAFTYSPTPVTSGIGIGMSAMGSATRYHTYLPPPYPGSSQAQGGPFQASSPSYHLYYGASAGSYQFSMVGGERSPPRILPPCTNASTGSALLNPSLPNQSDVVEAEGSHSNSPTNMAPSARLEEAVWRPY
Target sequence (Q13951 whole entry, looked up): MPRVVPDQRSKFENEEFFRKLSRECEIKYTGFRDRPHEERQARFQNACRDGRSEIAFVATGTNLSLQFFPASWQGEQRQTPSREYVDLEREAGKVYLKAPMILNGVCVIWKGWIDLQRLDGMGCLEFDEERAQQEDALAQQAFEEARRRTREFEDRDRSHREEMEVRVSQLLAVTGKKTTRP
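Room-temperature protein-protein interaction test with 30 nM each of His-tagged CBF-beta and biotinylated RUNX1, 15 min with compound, then 90 min with nickel plus streptavidin beads. Signal read in AlphaScreen mode.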
Epigenetic derep = Quantitative High-Throughput Screen for Regulators of Epigenetic Control | Potency, µM (doses to about 53.9 µM), for the others: top-dose GFP activation, usual class: activators | murine LDR cells, GFP reporter derepression, 30 h | 280,000 compounds, 0.2% hits; further: potency means the concentration at half of the fitted maximal effect; % of control where 0% means no effect; nearly all actives have a fitted effect of over 60% in size
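Readout is the number of GFP-expressing murine LDR cells, counted by cytometry following washing. Cells were treated with compound for 30 h at 37 C; the stably integrated CMV-GFP locus is normally silent.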
An asterisk follows results filed as active; ? = inconclusive; nt = not tested or not shown; [ ] = another dose, or the depositor's remark. Unless noted, the call rests on the fitted dose curve; in most records, active means well fitted curve in the direction sought with a large enough effect; inconclusive means small, poorly fitted or top-dose-only effect, or another doubt; inactive means no such curve, though single readings can be large; an effect the other way counts as inactive or inconclusive. The list is partial; rates above refer to the full screens.

Codes: A = Lamin A splicing; B = NPSR antagonist; C = KinaseGlo FLuc; D = IMPase Li cell; E = GLA spleen mod; F = CBFb RUNX1 block; G = Epigenetic derep
> Cc1cccc(NS(=O)(=O)c2ccc3c(c2)Cc2cc(S(=O)(=O)Nc4cccc(C)c4C)ccc2-3)c1C
  A: ?	B: -16%	C: -1%	D: 0%	E: 1%	F: 3%	G: 1.7%

> CCC(=O)Nc1nnc(CSCc2ccccc2)s1
  A: 6%	B: -6%[46.1 µM]	C: -4%	D: 16%[38.3 µM]	E: 3%	F: -5%	G: 1.0%

> O=c1c2c3c(sc2nc2n1CCC2)CCC3
  A: -3%	B: 6%[46.1 µM]	C: 3%	D: 2%[38.3 µM]	E: 11%	F: 5%	G: -1.1%

> Cc1cc(NC(=O)COC(=O)c2oc3c(Cl)cccc3c2C)no1
  A: -2%	B: 8%	C: 2%	D: -16%	E: -4%	F: -3%	G: 0.0%

> C[n+]1cc(C(=O)N2CCCCC2)ccc1/C=C/c1c[nH]c2ccccc12
  A: ?	B: ?	C: -6%	D: 47%[activator]	E: -5%	F: 1%	G: 13%

> Nc1cccc(S(=O)(=O)NC2=NCCC2)c1
  A: 8%	B: -4%[46.1 µM]	C: -1%	D: 0%[38.3 µM]	E: 4%	F: 3%	G: -1.0%

> CN1CCN(c2ccccc2NC(=O)c2ccc(OCc3ccccc3)cc2)CC1
  A: -8%	B: -3%[46.1 µM]	C: 1%	D: 37%[activator][38.3 µM]	E: 4%	F: -4%	G: 0.9%

> O=C(c1ccccc1)c1ccc(OCCCN2CCCCC2)cc1
  A: ?	B: 8%[46.1 µM]	C: 0%	D: 39%[activator][38.3 µM]	E: 7%	F: 1%	G: 0.4%

> CCC1CCCCN1CCCNC(=O)c1cn(CC)c2ccc(S(=O)(=O)N3CCc4ccccc4C3)cc2c1=O (configuration not stated)
  A: -5%[46 µM]	B: 14%	C: 1%	D: -5%	E: 0%	F: 7%	G: -1.1%

> COc1ccc(C2CC(c3ccccc3)=NN2c2ccc(/C=N/NC(=O)c3ccncc3)cc2)cc1 (configuration not stated)
  A: -5%	B: -24%[46.1 µM]	C: -2%	D: -8%[38.3 µM]	E: ?	F: ?	G: 6.0%

> CC(=O)Nc1cccc(NC(=O)Nc2cccc(Cl)c2C)c1
  A: ?	B: 6%	C: 3%	D: 4%	E: 7%	F: -2%	G: 12%

> Cc1ccc(OCC(=O)NNC(=O)Cn2nnc(-c3ccccc3)n2)cc1
  A: -13%[46 µM]	B: 5%	C: -1%	D: -3%	E: 7%	F: 6%	G: -0.9%

> C/C=C\C(=O)Nc1cccc(C2=NOC3(C2)C[C@H](C(N)=O)N(C(=O)Cc2ccc([N+](=O)[O-])cc2)C3)c1 (some centres not stated)
  A: nt	B: 15%	C: nt	D: nt	E: 6%	F: -3%	G: -3.8%

> COc1cc(NC(=O)Cc2ccccc2)cc(OC)c1
  A: 0%	B: 3%[46.1 µM]	C: -5%	D: -18%[38.3 µM]	E: 5%	F: 2%	G: -5.4%

> COc1ccccc1S(=O)(=O)Nc1cc(S(=O)(=O)N2CCCCC2)ccc1N1CCOCC1
  A: -16%[46 µM]	B: -19%	C: 2%	D: 13%	E: 0%	F: -1%	G: -1.5%

> CC(C(=O)Nc1ccc2c(c1)OCO2)N1CCN(C)CC1 (configuration not stated)
  A: nt	B: -23%	C: nt	D: nt	E: -14%	F: 2%	G: 2.1%

> COc1cc(-n2nnnc2SCC(=O)N2CCN(c3ccc(F)cc3)CC2)c(OC)cc1Cl
  A: ?	B: -22%[46.1 µM]	C: 3%	D: 19%[38.3 µM]	E: -1%	F: -2%	G: -1.0%

> Cc1cc(C(=O)Nc2c(C)n(C)n(-c3ccccc3)c2=O)c(C)o1
  A: 3%	B: -5%[46.1 µM]	C: 4%	D: 8%[38.3 µM]	E: -7%	F: 10%	G: 4.5%

> CCN(CC)c1ccc(/C=N/NC(=O)c2ccc3nc[nH]c3c2)c(O)c1
  A: nt	B: -13%	C: nt	D: nt	E: 5%	F: ?	G: 1.0%

> COc1ccccc1CNCC(=O)Nc1ccc(C(F)(F)F)cc1
  A: nt	B: -13%	C: nt	D: nt	E: 4%	F: 8%	G: 2.4%

Sorted by value in IMPase Li cell (lowest first): three from the list above.
| compound | IMPase Li cell |
| --- | --- |
| Cc1ccc(OCC(=O)NNC(=O)Cn2nnc(-c3ccccc3)n2)cc1 | -3% |
| CC(=O)Nc1cccc(NC(=O)Nc2cccc(Cl)c2C)c1 | 4% |
| COc1ccccc1S(=O)(=O)Nc1cc(S(=O)(=O)N2CCCCC2)ccc1N1CCOCC1 | 13% |

Other results follow:
Codes: A = Lamin A splicing; B = NPSR antagonist; C = KinaseGlo FLuc; D = IMPase Li cell; E = GLA spleen mod; F = CBFb RUNX1 block; G = Epigenetic derep
> O=[N+]([O-])c1ccc(O)c(/C=N/Nc2ccccc2Cl)c1
  A: ?	B: 1%	C: -3%	D: 16%	E: -8%	F: -1%	G: -3.0%

> COc1ccc(-c2ccc(-c3noc(-c4ccccc4F)n3)c(OC)n2)cc1
  A: 10%	B: ?	C: 2%	D: 38%[38.3 µM]	E: -12%	F: 7%	G: -1.1%

> COC(=O)Cc1c(O)ccn(CCc2ccccc2)c1=O
  A: 3%[46 µM]	B: 9%	C: -3%	D: 3%	E: -10%	F: -3%	G: -0.9%[10.1 µM]

> CC(C)CC(=O)NC(NC(=S)Nc1sc2c(c1C#N)CCCC2)C(Cl)(Cl)Cl (configuration not stated)
  A: ?	B: -29%[46.1 µM]	C: -3%	D: 18%[38.3 µM]	E: 13%	F: -9%	G: 0.0%

> CCCc1nnc(SCC(=O)N2CCCCC2C)n1CC1CCCO1 (configuration not stated)
  A: -1%	B: -3%[46.1 µM]	C: 1%	D: -14%[38.3 µM]	E: -4%	F: 7%	G: 2.8%

> O=C(O)c1ccc(CSc2ccccn2)cc1
  A: 7%[46 µM]	B: 4%	C: -2%	D: 6%	E: 6%	F: -2%	G: -1.1%

> COc1ccccc1/C=C/C=C1\Oc2c(ccc(O)c2CN(C)C)C1=O
  A: nt	B: -36%	C: nt	D: nt	E: -1%	F: -8%	G: 0.1%

> CC(C)C[C@H](NC(=O)c1nc[nH]c1C(=O)N1CCC(C)CC1)C(=O)OC(C)(C)C
  A: nt	B: 13%	C: nt	D: nt	E: 2%	F: 8%	G: 0.0%

> CCN(c1ccccc1)S(=O)(=O)c1ccc(C(C(=O)OC)C(=O)OC)c([N+](=O)[O-])c1
  A: ?	B: -7%	C: 2%	D: 6%	E: -9%	F: -6%	G: 0.0%

> CCN(CC)S(=O)(=O)c1cccc(NC(=O)COc2ncnc3sccc23)c1
  A: -22%[46 µM]	B: -4%	C: -3%	D: 9%	E: -3%	F: -1%	G: 0.0%

> CC(C)C(NC(=O)Cc1ccccc1[N+](=O)[O-])C(C)C
  A: -10%	B: 15%[46.1 µM]	C: nt	D: nt	E: 4%	F: 1%	G: 0.9%

> O=C(/C=C/c1ccc(Cl)cc1)Nc1ccc(N2CCCCC2)cc1
  A: -5%	B: 1%[46.1 µM]	C: 2%	D: 7%[38.3 µM]	E: -4%	F: 4%	G: -1.2%

> Cc1cc(OCCN2CCCC2)ccc1C(C)C
  A: 0%	B: 5%[46.1 µM]	C: 1%	D: 13%	E: 2%	F: -3%	G: -0.8%

> O=c1cc(CN2CCC(Cc3ccccc3)CC2)nc2sccn12
  A: nt	B: 0%	C: -2%	D: 19%	E: -9%	F: 7%	G: -0.4%

> CC(=O)C1=C(C)NC(=O)CC1c1ccc(F)cc1 (configuration not stated)
  A: 3%[46 µM]	B: 7%	C: -7%	D: 1%	E: 3%	F: -2%	G: -0.2%

> Cc1scc(-c2n[nH]c(=S)n2Cc2ccccc2)c1C
  A: 6%	B: -10%	C: -1%	D: 5%	E: 1%	F: -2%	G: -1.1%

> COc1ccc2[nH]c(=O)c(CN(Cc3cccs3)C(=S)NCC3CCCO3)cc2c1 (configuration not stated)
  A: nt	B: -9%	C: nt	D: nt	E: 13%	F: 13%	G: 0.0%

> Cc1ccccc1OCc1nnc(SCC(=O)NCc2ccco2)n1C
  A: 16%[46 µM]	B: -1%	C: -2%	D: 8%	E: 5%	F: 1%	G: 15%

> O=C(NNC(=S)Nc1ccccc1)C1CC1
  A: -12%	B: -2%[46.1 µM]	C: -2%	D: -1%[38.3 µM]	E: 2%	F: 8%	G: -0.9%

> CCOC(=O)c1cc(C(=O)c2cc(Br)ccc2O)coc1=N
  A: ?	B: -2%	C: 2%	D: -7%	E: 8%	F: 2%	G: 0.1%

> O=c1[nH]c2ccc(S(=O)(=O)NCCO)cc2[nH]1
  A: 7%[46 µM]	B: -3%	C: 1%	D: 0%	E: 5%	F: 9%	G: -4.0%

> O=C(Nc1cccc(NC(=O)C2CC3CCCC(C2)C3=O)n1)C1CC2CCCC(C1)C2=O (configuration not stated)
  A: -13%	B: -8%[46.1 µM]	C: 4%	D: -1%	E: -12%	F: 6%	G: 0.0%

> O=C1CCC[C@@H](C(C(=O)OCc2ccccc2)C(=O)OCc2ccccc2)C1
  A: nt	B: nt	C: nt	D: nt	E: 6%[17.5 µM]	F: 8%[13.1 µM]	G: 0.0%[10.1 µM]

> Cc1cc(C)n(-c2ncc3c(n2)N(CCO)CCOC3=O)n1
  A: nt	B: -7%	C: nt	D: nt	E: 10%	F: 2%	G: 0.0%

> S=C1NC2(CCCCC2)Cc2ccccc21
  A: ?	B: -6%	C: -1%	D: 6%	E: 4%	F: -25%	G: -3.2%

> CC1CCCCN1c1cc(C#N)c(C#N)cc1[N+](=O)[O-] (configuration not stated)
  A: 24%	B: -8%[46.1 µM]	C: -6%	D: 4%[38.3 µM]	E: -1%	F: -6%	G: 0.0%

> O=C(CCCn1c(=O)oc2ccccc21)Nc1cccnc1
  A: 3%	B: -10%[46.1 µM]	C: nt	D: nt	E: 0%	F: 5%	G: -6.9%

> CCCCNCC1CCCO1 (configuration not stated)
  A: nt	B: -16%	C: nt	D: nt	E: -6%	F: 4%	G: -0.3%

> COC(=O)c1cc[n+](CC(=O)c2ccccc2)cc1
  A: 1%	B: -10%[46.1 µM]	C: -3%	D: 16%[38.3 µM]	E: -2%	F: 7%	G: 2.0%

> CCCn1nc(C(=O)OCn2nnc3ccccc3c2=O)c2ccccc2c1=O
  A: -7%	B: 20%	C: 2%	D: 7%	E: 6%	F: -7%	G: 1.0%
